# From PubChem
# PTHR1 agonist – activates the human parathyroid hormone receptor PTHR1. Q03431. HEK293 GP2 PTHR1 cells, GloSensor cAMP luminescence, 1 h. Potency, µM (doses to about 115 µM), for the others: at the top dose activation, hits mostly activators. actives 0.075% (n = 410,000); note: potency is the fitted concentration of half-maximal effect; nearly all actives have a fitted effect of over 55% in size; some results filed as inactive show a strong effect at the top dose; inactives centre near -15; many of its hits are not listed in these tables
# Target sequence (Q03431 whole entry, looked up): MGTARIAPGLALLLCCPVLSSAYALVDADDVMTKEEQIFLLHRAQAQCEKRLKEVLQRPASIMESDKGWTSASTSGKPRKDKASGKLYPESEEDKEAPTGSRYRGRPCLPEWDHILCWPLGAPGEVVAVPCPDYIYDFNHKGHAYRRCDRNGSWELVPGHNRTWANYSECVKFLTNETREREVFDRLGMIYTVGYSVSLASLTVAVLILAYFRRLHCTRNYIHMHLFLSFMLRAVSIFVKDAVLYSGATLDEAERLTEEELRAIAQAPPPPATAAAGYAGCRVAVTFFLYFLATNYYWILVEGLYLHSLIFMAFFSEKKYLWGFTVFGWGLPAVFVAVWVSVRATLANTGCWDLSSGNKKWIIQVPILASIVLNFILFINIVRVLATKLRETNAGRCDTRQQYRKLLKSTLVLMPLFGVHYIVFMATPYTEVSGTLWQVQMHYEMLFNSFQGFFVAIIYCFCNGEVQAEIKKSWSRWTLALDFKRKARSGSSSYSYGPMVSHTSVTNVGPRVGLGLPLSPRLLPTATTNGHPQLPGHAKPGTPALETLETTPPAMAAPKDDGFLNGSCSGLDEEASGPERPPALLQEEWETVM
#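 HEK-293-derived GP2 cells expressing PTHR1 and a GloSensor cAMP reporter, 3,000/well, plated overnight, given luciferin plus IBMX (each 0.5 mM as added) for 1 h at 37 °C, then compound for 1 h at 37 °C. Luminescence was read after 15 min at room temperature.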
# TDP-43 yeast inh – inhibitors of TDP-43 toxicity in yeast; TDP-43 expressing yeast growth rescue, BacTiter-Glo, 24 h; Potency, µM (series often up to 46.1 µM), for the others: at the top dose growth rescue (activation), most hits filed as activators; actives 1.8% (n = 410,000); note: potency is the fitted concentration of half-maximal effect; % of control where 0% means no effect; nearly all actives have a fitted effect of over 50% in size
#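 Galactose-induced TDP-43 yeast, OD600=0.02, compound pinned; 24 hr, 30 deg C; BacTiter-Glo luminescence for growth. Inhibitors of TDP-43 toxicity read as activators.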
# aSyn yeast inh – alpha-synuclein toxicity inhibition in yeast. actives 0.14% (n = 370,000). Potency, µM (highest dose often 46.1 µM), for the others: at the highest dose growth rescue (activation), actives largely listed as activators. Yeast expressing alpha-synuclein, growth rescue, BacTiter-Glo, 24 h. AID 652106; note: potency is the fitted concentration of half-maximal effect; % of control where 0% means no effect; nearly all actives have a fitted effect of over 65% in size
#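 Readout is rescue of growth in alpha-synuclein-expressing yeast, so inhibitors of toxicity appear as activators. Growth after 24 hr at 30 deg C in galactose medium is quantified by luminescence.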
# GLP-1R inv ag – acts as inverse agonist at human GLP-1 receptor | HEK293 GLP-1R CRE-luciferase, luminescence, 24 h; GLP-1R form is constitutively active | AID 624417 | Potency, µM (titrated, usually from 38.3 µM), without a hit: at the highest dose activity change, negative = inhibition, actives largely listed as inhibitors | actives 1.6% (n = 410,000) | P43220; note: potency is the fitted concentration of half-maximal effect; % is set by controls: 0 for no effect and ±100 for the full control effect; nearly all actives have a fitted effect of over 55% in size
# Target sequence (P43220 whole entry, looked up): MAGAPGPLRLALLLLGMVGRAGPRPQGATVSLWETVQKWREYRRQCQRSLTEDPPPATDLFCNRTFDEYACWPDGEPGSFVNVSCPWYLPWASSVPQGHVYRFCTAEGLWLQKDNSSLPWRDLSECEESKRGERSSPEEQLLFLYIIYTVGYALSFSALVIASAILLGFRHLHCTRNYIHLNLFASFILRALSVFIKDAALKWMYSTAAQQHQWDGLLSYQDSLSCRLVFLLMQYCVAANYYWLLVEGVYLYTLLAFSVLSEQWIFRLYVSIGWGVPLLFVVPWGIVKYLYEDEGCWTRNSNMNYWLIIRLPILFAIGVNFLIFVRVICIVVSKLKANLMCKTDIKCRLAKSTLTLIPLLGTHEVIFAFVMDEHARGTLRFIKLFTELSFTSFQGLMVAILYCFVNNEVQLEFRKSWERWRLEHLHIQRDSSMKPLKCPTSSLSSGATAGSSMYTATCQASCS
#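 Luminescence readout: a drop in cAMP-driven luciferase signal flags inverse agonism at a constitutively active GLP-1R stably expressed in HEK293. Compound exposure lasted 24 hr at 37 deg C, 5% CO2.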
# HEK293 tox – cytotoxicity counter-screen for GLP-1 receptor inverse agonists. HEK293 cAMP-luciferase reporter cells, luminescence, 24 h. Potency, µM (series often up to 38.3 µM), for inactives: at the top dose activity change, negative = inhibition, hits mostly inhibitors. actives 0.13% (n = 410,000). AID 624418;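 note: loss of luciferase light is scored as toxicity; potency is the fitted concentration of half-maximal effect; % is set by controls: 0 for no effect and ±100 for the full control effect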
#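 Cells in DMEM/10% Nu serum/1% pen-strep, 1536-well format. Pre-incubated 12 h, dosed with 23 nL compound, incubated a further 24 h. Luciferase detection, 12 min at room temp, luminescence.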
# FUS suppressor – FUS proteinopathy suppression in yeast; actives 0.24% (n = 390,000); S. cerevisiae FUS-expressing, growth rescue, OD600, 24 h; Potency, µM (titrated, usually from 76.6 µM), inactives show top-dose growth rescue (activation), actives largely listed as activators;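 note: potency is the fitted concentration of half-maximal effect; plate controls were DMSO vehicle for no effect and reference control for full effect; nearly all actives have a fitted effect of over 55% in size; some results filed as inactive show a strong effect at the top dose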
#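 Cultures pregrown in 2.5% raffinose medium are shifted to minimal medium containing 2% galactose to express toxic FUS. Compounds are tested at several concentrations. After 24hr at 30C, growth is quantified at 600 nm absorbance.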
# MmCpn inh – blocks the Methanococcus maripaludis chaperonin Mm-Cpn. purified Mm-Cpn ATPase, ADP Transcreener TR-FRET. Potency, µM (highest dose often 76.9 µM), for the others: at the top dose activity, negative = inhibition, hits mostly inhibitors. actives 0.031% (n = 330,000). AID 504842; note: potency is the fitted concentration of half-maximal effect; % is set by controls: 0 for no effect and ±100 for the full control effect; nearly all actives have a fitted effect of over 80% in size
#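 Purified archaeal Mm-CPN (25nM final) preincubated 10 min at 37degC with compound, then 10uM ATP for 30 min at 37degC; ADP measured by HTRF Transcreener TR-FRET; buffer 30 mM TRIS pH 7.4, 100mM KCl, 5mM MgCl2, 1mM DTT.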
# Abeta rescue – compounds reversing amyloid beta toxicity in yeast. yeast expressing A-beta42, growth rescue, OD600, 48 h; response scale: 0% DMSO, 100% iron-clioquinol control. Potency, µM (series often up to 46.1 µM), without a hit: at the top dose growth rescue, usual class: activators. actives 0.063% (n = 410,000); note: potency is the fitted concentration of half-maximal effect; nearly all actives have a fitted effect of over 55% in size
#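 Yeast A-beta toxicity model in growth medium with pinned compounds, 48 h at 30 C; growth read as absorbance at 600 nm. Normalized to FeCl3/clioquinol equimolar mix (positive) and DMSO (negative).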
# Akt phos inh – inhibitors of Akt phosphorylation | Neuro2A IGF-stimulated pAkt S473 HTRF, 20 min; stronger effect = lower value | activity change, % for hits at 50 µM | actives 0.32% (n = 360,000) | AID 651550; in the data active = activity change below about -80%; inconclusive = mostly about -51% to -80%; note: % is set by controls: 0 for no effect and ±100 for the full control effect
#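 Neuro2A cells (4,500/well, DMEM with 0.5% FBS) were treated with compound at a single 50 µM final concentration, stimulated with 6 nM IGF for 20 min at 37 °C, and lysed. Phospho-Akt Ser473 was read by HTRF as 665/615 ratio ×10^4.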
# The depositor's hits bear a star; i = inactive; ? = inconclusive; nt = not tested or not shown; [ ] = another dose, or the depositor's remark. Unless noted, calls come from the whole dose curve; as a rule, active = well fitted curve in the direction sought with a large enough effect; inconclusive = small, poorly fitted or top-dose-only effect, or another doubt; inactive = no such curve, though single readings can be large; an effect the other way counts as inactive or inconclusive. Some of the compounds tested; count on the stated rates, not on these rows.
SMILES,PTHR1 agonist,TDP-43 yeast inh,aSyn yeast inh,GLP-1R inv ag,HEK293 tox,FUS suppressor,MmCpn inh,Abeta rescue,Akt phos inh
Oc1ccccc1-c1cc(-c2ccc3c(c2)OCCO3)n[nH]1,-38%,?,4%,0%,-1%,-7%,2%,-64%[inhibitor],i
Cc1cccc(C)c1NC(=O)CN(C)C(=O)Cc1cccc(C(F)(F)F)c1,-24%,?,-4%,?,5%,27%,1%,-11%,i
CCCOc1ccc(C2=NNC(=O)CC2)cc1,i,19%,6%,36%[activator],-15%,6%,0%,-22%,i
C[C@@H]1CN([C@@H](C)CO)C(=O)CCCn2nncc2CO[C@@H]1CN(C)S(=O)(=O)c1cccc(C#N)c1,-5%,-4%,-1%,21%,11%,14%,nt,-3%,i
CCc1ccc(NC(=O)CCNS(=O)(=O)c2ccc3c(c2)CCCC(=O)N3)cc1,i,-14%,-5%,15%,1%,-1%,nt,-16%,nt
COc1ccc(-c2[nH]c3c(c2-c2c(-n4cccc4)n(C)c(=O)n(C)c2=O)c(=O)n(C)c(=O)n3C)cc1,-4%,6%,nt,8%,-3%,3%,nt,-17%,nt
O=C(CCC(NC(=O)OCc1ccccc1)C(=O)O)OCc1ccccc1 (stereo not drawn),11%,6%,3%,-11%,3%,-1%,0%,-3%,i
COc1ccc(/C=N/N=C2\SC(CC(=O)O)C(=O)N2c2ccccc2)c(OC)c1 (stereo not drawn),-13%,3%,2%,16%,11%,?,0%,11%,i
CC(=O)Nc1ccc(-c2sc(Nc3cccc4ccccc34)n[n+]2-c2ccccc2)cc1,-15%,-4%,18%,15%,1%,32µM*,-22%,-8%,i
CCOC(=O)N1CCN(C(=O)CN(c2ccc(Cl)c(C(F)(F)F)c2)S(C)(=O)=O)CC1,-16%[57.5 µM],14%,11%,8%,-6%,?,1%,7%,i
Cc1cc(NC(=O)c2cccc(F)c2)no1,i,18%,3%,26%,5%,nt,-1%,2%,i
O=C(CCc1nc(-c2cccs2)no1)Nc1ccc([N+](=O)[O-])cc1,-88%[inhibitor],18%,nt,-28%,0%,5%,nt,2%,nt
O=C(C1=C(O)C(=O)N(CCOCCO)C1c1cccc([N+](=O)[O-])c1)c1cccs1 (stereo not drawn),i,-10%,1%,8%,-7%,-13%,1%,1%,i
O=C(Cn1nnc(-c2ccc(Cl)cc2)n1)NCc1ccco1,i,2%,5%,4%,-17%,-1%,-1%,-12%,i
CC(=O)N1CCN(C(=O)c2oc3ccccc3c2C)CC1,-3%,9%,-1%,-3%,3%,-9%,0%,5%,i
Cc1ccc(CN(Cc2ccccc2)C(=S)Nc2ccccc2C)o1,-13%,0%,-17%,-41%,-4%,?,0%,-6%,i
COc1ccccc1-c1nc(-c2ccc(Br)cc2)no1,-31%[inhibitor][57.5 µM],-10%,-9%,0%,22%,-7%,0%,-8%,i
Nc1[nH]c(C(=O)c2ccc(Br)cc2)c(-c2ccc(Br)cc2)c1C(=O)NCCc1c[nH]c2ccccc12,-29%,16%,7%,-1%,4%,15%,nt,4%,i
COc1ccc(CCN2CCCn3c2nc2c3c(=O)n(C)c(=O)n2C)cc1OC,-9%,-10%,2%,68%[activator],2%,17%,-1%,3%,i
CCCC(C(=O)NC1CCCC1)N(Cc1ccccc1Cl)C(=O)c1snc(C(N)=O)c1N (stereo not drawn),-8%,0%,-2%,2%,-10%,0%,-2%,5%,i
CC(CCc1ccco1)NC(=O)c1cc2c(-c3ccccc3F)nn(C)c2s1 (stereo not drawn),i,3%,2%,?,0%,23%,-12%,6%,i
Nc1nc(SCC(=O)NC2CCCc3ccccc32)n[nH]1 (stereo not drawn),i,15%,7%,15%,-13%,-2%,4%,-1%,i
O=C(NC(=S)NCC1CCCO1)c1ccco1 (stereo not drawn),i,21%,-2%,37%[activator],10%,-9%,2%,9%,i
O=C(c1ccc(S(=O)(=O)N2CCOCC2)cc1)N1CCc2ccccc21,i,-7%,1%,0%,5%,1%,-1%,-2%,i
COc1cccc(CN2CCC2(C)C(=O)Nc2cccc(NS(C)(=O)=O)c2)c1OC (stereo not drawn),i,5%,-1%,?,0%,-15%,nt,-13%,i
# The listing continues:
SMILES,PTHR1 agonist,TDP-43 yeast inh,aSyn yeast inh,GLP-1R inv ag,HEK293 tox,FUS suppressor,MmCpn inh,Abeta rescue,Akt phos inh
CCN(CC)S(=O)(=O)c1ccc(S(=O)(=O)N2CCN(CCC#N)CC2)cc1,-7%,5%,-7%,14%,-9%,-15%,1%,-13%,i
Cc1cc(C)nc(SSc2nc(C)cc(C)n2)n1,8%,-3%,-33%[inhibitor],?,?,25%,0%,9%,i
NCCSC1CC(=O)N(c2ccc(Cl)c(Cl)c2)C1=O (stereo not drawn),i,-1%,-4%,7%,-8%,9%,0%,6%,i
COc1cccc(NC(=O)N(C)C[C@@H]2OCc3cnnn3CCCC(=O)N([C@@H](C)CO)C[C@H]2C)c1,-19%,7%,-1%,9%,-20%,-22%,nt,-6%,i
CCOC(=O)c1sc(NC(=O)CSc2n[nH]c(-c3ccc(Cl)cc3Cl)n2)c(C#N)c1C,-14%[57.5 µM],16%,-1%,5%,2%,11%,-3%,5%,i
CCOc1ccc(N2CC(C(=O)NCCc3c[nH]c4ccc(OC)cc34)CC2=O)cc1 (stereo not drawn),-45%[inhibitor],25%,1%,-33%,-3%,15%,1%,-8%,i
Cn1c(=O)c2c(nc(Br)n2C)n(C)c1=O,i,8%,-1%,5%,-4%,-5%,-1%,6%,i
CC(C)NC(=O)CSCc1c(F)cccc1Cl,-12%[57.5 µM],2%,-4%,6%,4%,12%,2%,-2%,i
Oc1ccc2ccccc2c1CNc1cnc2ccccc2c1,-35%[inhibitor][57.5 µM],?,-2%,-21%,-2%,-19%,-7%,-17%,i
CC1(Oc2ccc3ccccc3c2)CCN(Cc2cccn2-c2nccs2)C1 (stereo not drawn),-53%[inhibitor],18%,5%,?,-2%,3%,nt,-1%,i
CCCCNC(=O)C1(C)CCC(=O)N1C1CCN(Cc2ccccc2)CC1 (stereo not drawn),-7%,3%,0%,25%,4%,-25%,nt,-20%,i
COc1ccc(CCNC(=O)CCN2C(=O)C(C)Oc3ccc(C)cc32)cc1OC (stereo not drawn),11%[57.5 µM],-15%,1%,-5%,-17%,43%,0%,-22%,i
Cc1ccc(SC[C@H](Cc2ccccc2)N2CCN(CC(C)C)CCC2=O)cc1,-18%,8%,4%,?,4%,6%,-1%,5%,i
COc1cc(C(=O)Nc2ccc(Nc3ccccc3)cc2)cc(OC)c1OC,-67%[inhibitor],6%,2%,?,-14%,?,-5%,14%,i
CCc1nc2c(OCc3ccc(C(=O)N(C)C)cc3)cccn2c1N(C)C(=O)Nc1ccccc1OC,i,13%,1%,18%,-7%,-2%,nt,-10%,i
Cc1nc2cc(C(=O)OCC(=O)NC34CC5CC(CC(C5)C3)C4)ccc2n1-c1ccccc1,-13%,?,-9%,?,-3%,?,1%,8%,i
COC(=O)[C@H](Cc1ccccc1)NC(=O)NCCc1ccc(OC)cc1,i,-12%,4%,-5%,-1%,4%,-3%,-3%,i
S=C(Nc1ccc(Cl)cc1Cl)N1CCCCC1,i,?,-1%,-26%,-7%,nt,2%,12%,i
COc1ccc(N(CC(=O)Nc2cc(C)on2)S(=O)(=O)c2ccc(Cl)cc2)cc1,i,17%,1%,-2%,-7%,-20%,0%,-8%,i
COc1ccc(NC(=O)N(C)C[C@H]2OCCCC[C@H](C)Oc3ccc(NS(=O)(=O)c4cn(C)cn4)cc3C(=O)N([C@H](C)CO)C[C@@H]2C)cc1,-22%,9%,3%,-7%,-3%,25%,nt,7%,i
CCOc1ccc(CN(C)C(=O)CNC(=O)c2ccccc2)cc1,-49%[inhibitor],-7%,3%,?,4%,28%,-3%,-10%,i
C=CC[C@@H](CC(=O)NCCO)C(=O)NCCOC(=O)[C@@H](CC=C)Cc1ccc(F)cc1,-9%,0%,2%,-10%,1%,4%,1%,1%,i
COc1ccc(NC(=S)NNc2ccc(C(=O)O)cc2)cc1,-12%,1%,-11%,-22%,-17%,6%,-1%,27%,i
NNC(=O)CC(=O)NC1(Cc2ccc(O)cc2)CCCCC1,-19%,-12%,0%,7%,-6%,-3%,1%,-9%,i
Cc1ccc(-c2nnn(CC(=O)N(CC3CCCO3)C(C(=O)NC3CCCC3)c3ccc(F)cc3)n2)o1 (stereo not drawn),i,7%,1%,5%,-10%,38%,0%,10%,i
COc1ccccc1CC(=O)N1CCC(n2nccc2NC(=O)C2CCOC2)CC1 (stereo not drawn),i,1%,-6%,16%,20%,13%,-1%,2%,i
O=C1CN(C(=O)/C=C/c2cccc(Cl)c2)c2ccccc2N1,-6%,9%,-5%,62%[activator],0%,3%,0%,-4%,i

# Some entries already given, showing only Abeta rescue, PTHR1 agonist and GLP-1R inv ag:
mol | Abeta rescue | PTHR1 agonist | GLP-1R inv ag
C=CC[C@@H](CC(=O)NCCO)C(=O)NCCOC(=O)[C@@H](CC=C)Cc1ccc(F)cc1 | 1% | -9% | -10%
CCCCNC(=O)C1(C)CCC(=O)N1C1CCN(Cc2ccccc2)CC1 (stereo not drawn) | -20% | -7% | 25%
CCN(CC)S(=O)(=O)c1ccc(S(=O)(=O)N2CCN(CCC#N)CC2)cc1 | -13% | -7% | 14%
CCOc1ccc(N2CC(C(=O)NCCc3c[nH]c4ccc(OC)cc34)CC2=O)cc1 (stereo not drawn) | -8% | -45%[inhibitor] | -33%
